# LmPK inh: LmPK (Leishmania mexicana) enzyme inhibition; Q27686; purified LmPK, Kinase-Glo ATP luminescence, 1 h; Potency, µM (top dose mostly 57.5 µM), for inactives: at the top dose activity change, negative = inhibition, most hits filed as inhibitors; actives 0.37% (n = 290,000); note: potency is the fitted concentration of half-maximal effect
# Target sequence (Q27686 whole entry, looked up): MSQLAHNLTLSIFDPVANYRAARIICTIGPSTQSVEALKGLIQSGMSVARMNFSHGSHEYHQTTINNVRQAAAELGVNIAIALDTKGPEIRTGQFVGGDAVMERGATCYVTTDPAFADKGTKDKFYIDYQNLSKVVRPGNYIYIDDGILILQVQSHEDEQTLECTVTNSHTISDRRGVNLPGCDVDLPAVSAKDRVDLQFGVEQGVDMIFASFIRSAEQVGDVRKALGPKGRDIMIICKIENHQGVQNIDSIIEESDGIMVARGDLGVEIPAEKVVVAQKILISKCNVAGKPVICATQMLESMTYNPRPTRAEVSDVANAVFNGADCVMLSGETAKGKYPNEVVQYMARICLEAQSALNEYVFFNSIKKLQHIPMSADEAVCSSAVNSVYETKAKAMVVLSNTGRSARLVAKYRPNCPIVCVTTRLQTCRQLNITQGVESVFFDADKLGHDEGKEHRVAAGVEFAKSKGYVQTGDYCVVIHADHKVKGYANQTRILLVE
#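 Pyruvate kinase activity monitored as ATP production (luciferase luminescence). Conditions: 0.1 nM enzyme, 0.5 mM PEP, 0.1 mM ADP, 1 h, RT; normalized against uninhibited and no-enzyme wells.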
# HCMV inh: human cytomegalovirus inhibition | actives 4.5% (n = 410,000) | activity change, negative = inhibition, % at 57.5 µM | HFF cells, HCMV-luciferase reporter, 72 h; stronger effect = lower value; in the data active = activity change below about -60%; inconclusive = no clear call, values can overlap the other calls; inactive = above about -39%
#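 Compounds were evaluated in HFFs infected with an HCMV luciferase reporter virus (MOI 1 PFU/cell). Luciferase in lysates collected 72 h post infection served as the replication measure.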
# AmpC inh detg: inhibitors of E. coli AmpC beta-lactamase with detergent; AmpC hydrolysis of nitrocefin, absorbance 480 nm, 0.01% Triton; Potency, µM (top dose mostly 114 µM), without a hit: at the top dose activity change, negative = inhibition, hits mostly inhibitors; actives 0.041% (n = 370,000); AID 485294;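 note: potency is the fitted concentration of half-maximal effect; 0% = no-compound wells and -100% = no-enzyme wells; nearly all actives have a fitted effect of over 25% in size; some results filed as inactive show a strong effect at the top dose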
# Target sequence (P00811 whole entry, looked up): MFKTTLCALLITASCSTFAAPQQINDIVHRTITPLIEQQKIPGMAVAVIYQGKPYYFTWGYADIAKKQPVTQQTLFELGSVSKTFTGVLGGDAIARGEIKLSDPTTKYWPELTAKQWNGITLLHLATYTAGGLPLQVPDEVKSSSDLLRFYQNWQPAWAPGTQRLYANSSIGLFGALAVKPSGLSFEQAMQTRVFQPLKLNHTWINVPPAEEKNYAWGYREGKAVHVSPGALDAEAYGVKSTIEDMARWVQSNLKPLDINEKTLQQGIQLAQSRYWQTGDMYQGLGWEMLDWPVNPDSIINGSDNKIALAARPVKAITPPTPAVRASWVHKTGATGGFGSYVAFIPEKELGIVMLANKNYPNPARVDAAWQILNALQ
#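 AmpC (5.3 nM in the dispensed reagent) in 20 mM phosphate pH 7.0 with 0.01% (detergent screen) or 0.0001% Triton X-100 was preincubated with compounds for 15 min at room temperature. Nitrocefin was then added from an 800 uM solution, and hydrolysis was followed at 480 nm.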
# AMA1 RON2 block: AMA1-RON2 (P. falciparum) interaction inhibition; AlphaScreen AMA1-biotinylated RON2 peptide binding; Potency, µM (top dose mostly 58.2 µM), inactives show at the top dose activity change, negative = inhibition, hits mostly inhibitors; actives 0.2% (n = 360,000); AID 720542;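 note: potency is the fitted concentration of half-maximal effect; 0% = vehicle wells and -100% = peptide control; nearly all actives have a fitted effect of over 45% in size; some results filed as inactive show a strong effect at the top dose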
#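 AMA1 (3D7) with his tag at 25 nM final met compounds first, then biotinylated RON2 peptide at 25 nM; detection used donor plus acceptor beads, 10 µg/mL apiece, read by AlphaScreen after 30 min at room temperature.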
# AmpC no deterg: AmpC beta-lactamase inhibition without detergent; P00811; AmpC nitrocefin hydrolysis, absorbance 480 nm, 0.0001% Triton; Potency, µM (titrated, usually from 57.1 µM), for the others: top-dose activity change, negative = inhibition, actives largely listed as inhibitors; actives 0.52% (n = 330,000);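 note: potency is the fitted concentration of half-maximal effect; plate controls were no compound for no effect and no enzyme for full effect; nearly all actives have a fitted effect of over 20% in size; some results filed as inactive show a strong effect at the top dose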
#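 AmpC (5.3 nM in the dispensed reagent) in 20 mM phosphate pH 7.0 with 0.01% (detergent screen) or 0.0001% Triton X-100 was preincubated with compounds for 15 min at room temperature. Nitrocefin was then added from an 800 uM solution, and hydrolysis was followed at 480 nm.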
# Tb PYK inh: blocks Trypanosoma brucei pyruvate kinase; Potency, µM (top dose mostly 76.8 µM), without a hit: at the highest dose activity, negative = inhibition, hits mostly inhibitors; Q57TT1; actives 0.12% (n = 410,000); TbPYK enzyme, Kinase-Glo Plus ATP luminescence, 45 min; note: potency is the fitted concentration of half-maximal effect; nearly all actives have a fitted effect of over 50% in size
#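 T. brucei PYK with substrate was exposed to pin-transferred compounds across a concentration series, then started with 130 uM ADP (final). After 45 min at room temperature, Kinase-Glo Plus luminescence was read, normalized and curve-fitted.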
# HCV inhibitor: inhibitors of hepatitis C virus infection; AID 651820; Potency, µM (doses to about 41.8 µM), inactives show top-dose activity change, negative = inhibition, usual class: inhibitors; actives 3.4% (n = 340,000); Huh7.5.1 HCVcc-Cre infection, luciferase reporter, 44 h; note: potency is the fitted concentration of half-maximal effect
#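 A cell-based infection assay in which seeded cells (1,000 per well) receive test compound after 4 h, are inoculated with HCVcc-Cre at approximately 0.5 moi, and are incubated 44 h before luminescence detection.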
# * marks the source's active call; other numbers are inactive results; ? = inconclusive; . = not tested or not shown; & = joins results of further samples; [ ] = another dose, or the depositor's remark. Unless noted, calls come from the whole dose curve; as a rule, active = well fitted curve in the direction sought with a large enough effect; inconclusive = small, poorly fitted or top-dose-only effect, or another doubt; inactive = no such curve, though single readings can be large; an effect the other way counts as inactive or inconclusive. Unless noted, % is set by controls: 0 for no effect and ±100 for the full control effect.
# A first look:
# Order of results: LmPK inh, HCMV inh, AmpC inh detg, AMA1 RON2 block, AmpC no deterg, Tb PYK inh, HCV inhibitor
- O=[N+]([O-])c1cccc(S(=O)(=O)N2CCCCCC2)c1
  0%, -27, ?, -5%, -19%, -8%, -7%
- COCC(=O)N1CCc2cc(OC)c(OC)cc2C1COc1ccc2c(C)cc(=O)oc2c1 (stereo not drawn)
  ., 13, 4%, ., ., 0%, .
- COc1ccc(C(=O)N/C(=C\c2ccccc2)C(=O)Nc2ccc(C(=O)O)cc2)cc1
  -9%, 40, -6%, -3%, -33%, 6%, 10%
- Cc1c(C(=O)NCc2ccco2)oc2ccccc12
  3%, 14, 2%, -17%, -12%, -1%, 9%
- Cn1cc(CC(=O)N2CCN(c3ccccc3F)CC2)c2ccccc21
  1%, 16, -13%, -18%, 32%, 0%, -5%
- CCc1ccc(OCCCCN(C)Cc2ccccc2)cc1
  4%, -11, ?, ?, 14%, -19%, -26%
- CN(C)c1ccc(C2CC(=O)OC3=C2C(=O)CC(C)(C)C3)cc1 (stereo not drawn)
  -3%, 30, -7%, -9%, -8%, -9%, 0%
- Cc1ccc(OCCN2CCC2(C)C(=O)NCc2cccc3ccccc23)cc1 (stereo not drawn)
  ., 5, ., 8%, ., 2%, .
- CC1=C(C)CC(C(=O)Nc2nc(C)cs2)C(C(=O)O)C1 (stereo not drawn)
  0%, -3, -9%, -1%, -3%, 0%, 10%
- Cc1ccc(C2C(C(=O)c3cccs3)=C(O)C(=O)N2c2nnc(C)s2)cc1 (stereo not drawn)
  -11%, -32, 2%, 1%, -23%, 4%, 19%

# The list itself, previewed entries included:
# Order of results: LmPK inh, HCMV inh, AmpC inh detg, AMA1 RON2 block, AmpC no deterg, Tb PYK inh, HCV inhibitor
- O=[N+]([O-])c1cccc(S(=O)(=O)N2CCCCCC2)c1
  0%, -27, ?, -5%, -19%, -8%, -7%
- COCC(=O)N1CCc2cc(OC)c(OC)cc2C1COc1ccc2c(C)cc(=O)oc2c1 (stereo not drawn)
  ., 13, 4%, ., ., 0%, .
- COc1ccc(C(=O)N/C(=C\c2ccccc2)C(=O)Nc2ccc(C(=O)O)cc2)cc1
  -9%, 40, -6%, -3%, -33%, 6%, 10%
- Cc1c(C(=O)NCc2ccco2)oc2ccccc12
  3%, 14, 2%, -17%, -12%, -1%, 9%
- Cn1cc(CC(=O)N2CCN(c3ccccc3F)CC2)c2ccccc21
  1%, 16, -13%, -18%, 32%, 0%, -5%
- CCc1ccc(OCCCCN(C)Cc2ccccc2)cc1
  4%, -11, ?, ?, 14%, -19%, -26%
- CN(C)c1ccc(C2CC(=O)OC3=C2C(=O)CC(C)(C)C3)cc1 (stereo not drawn)
  -3%, 30, -7%, -9%, -8%, -9%, 0%
- Cc1ccc(OCCN2CCC2(C)C(=O)NCc2cccc3ccccc23)cc1 (stereo not drawn)
  ., 5, ., 8%, ., 2%, .
- CC1=C(C)CC(C(=O)Nc2nc(C)cs2)C(C(=O)O)C1 (stereo not drawn)
  0%, -3, -9%, -1%, -3%, 0%, 10%
- Cc1ccc(C2C(C(=O)c3cccs3)=C(O)C(=O)N2c2nnc(C)s2)cc1 (stereo not drawn)
  -11%, -32, 2%, 1%, -23%, 4%, 19%
- COCCN(CCOC)C(=O)CCn1c(=O)oc2ccccc21
  -4%, -10, ?, -1%, -15%, -6%, ?
- COc1ccc(N2CC(C(=O)Nc3nnc(Cc4ccccc4)s3)CC2=O)cc1 (stereo not drawn)
  9%, 3, -15%, 4%, 29%, -7%, -2%
- CCOC(=O)c1sc2nc(CC(=O)OC)nc(N(C)CCc3ccccn3)c2c1C
  4%, ?, ?, 14%, 53%, 5%, -16%
- C/C(=N\NC(=O)c1n[nH]c2c1CCC2)c1ccco1
  16µM*, -65*, 5%, 4%, -18%, ?, -2%
- CCOc1cc(/C=N/NC(=O)c2cccc(S(=O)(=O)N3CCOCC3)c2)ccc1OCC(=O)N(C)C
  ., -11, ?, 32%[activator], 130%[activator], -2%, 8%

# Looked up above:
# AMA1 RON2 block, CCOc1cc(/C=N/NC(=O)c2cccc(S(=O)(=O)N3CCOCC3)c2)ccc1OCC(=O)N(C)C reads 32%[activator]
# AMA1 RON2 block, CCOC(=O)c1sc2nc(CC(=O)OC)nc(N(C)CCc3ccccn3)c2c1C reads 14%

# Next section.
# Order of results: LmPK inh, HCMV inh, AmpC inh detg, AMA1 RON2 block, AmpC no deterg, Tb PYK inh, HCV inhibitor
- CC(C)c1ccc(CNCCCSc2ncccn2)cc1
  -1%, -16, -7%, 55%[activator], 16%, 3%, 9%
- COC(=O)C1CCN(c2cnccn2)CC1
  -4%, -6, 7%, -2%, -5%, -4%, 13%
- CCOC(=O)c1ccc(NC(C)=O)c([N+](=O)[O-])c1
  1%, 1, 4%, -4%, -8%, 4%, ?
- CC(=O)Nc1ccc(NC(=O)C2CC(=O)N(C(C)C)C2)cc1 (stereo not drawn)
  2%, 0, ?, 5%, 1%, 1%, 21%
- COc1ccc(C2NC(c3ccc(OC)c(OC)c3OC)C(C)C(=O)C2C)c(OC)c1OC (stereo not drawn)
  7%, -3, 0%, 12%, 190%[activator], 4%, -8%&15%
- COC(=O)C(c1ccccc1)C1(O)CC(C)N(C)CC1C (stereo not drawn)
  6%, 82, -4%, -8%, -11%, -5%, 3%
- CCOc1ccccc1N1CCN(S(=O)(=O)c2ccc3c4c(cccc24)C(=O)N3)CC1
  -1%, 32, 6%, ?, -57%, -2%, ?
- O=C(/C=C/c1cccc([N+](=O)[O-])c1)NCCSCc1ccc(Cl)cc1
  3%, 1, 4%, -8%, -24%, -17%, -11%
- CCOCCCn1c(=S)[nH]c2cc(C(=O)N3CCN(C)CC3)ccc2c1=O
  0%, -6, ?, 14%, -6%, -2%, 4%
- CCn1c(CSc2nc(C)cs2)nc2cc(S(=O)(=O)N(C)C)ccc21
  -2%, -2, ?, 49%[activator], 2%, 2%, -27%
- CCC(C)NC(=O)C1CCCN(S(=O)(=O)c2ccc3c(c2)CC(C)N3C(=O)C2CC2)C1 (stereo not drawn)
  -18%, 6, -9%, 0%, 77%[activator], 1%, -4%
- c1ccc(CNc2nc(NCc3ccccc3)c3sccc3n2)cc1
  ., -80*, ., -16%, ., -4%, .
- C=CCn1cnc2c(c1=O)c1nc3ccccc3nc1n2-c1ccc(C)cc1
  -2%, -22, 1%, ., -7%, ., 24%
- Cc1ccc(N2CCN(c3ccc(C)cc3)C2c2cccnc2)cc1
  5%, 4, 1%, -28%, 6%, -2%, ?
- CCCCC(CC)C(=O)Nc1cc(C(=O)NCCC)ccc1N1CCC2(CC1)CC(c1ccccc1)=NO2 (stereo not drawn)
  0%, -16, -11%, -3%, 11%, -7%, ?
- Cc1c(C)c2c(OCC(=O)N[C@@H](C)C(=O)O)cc3c(c2oc1=O)CCC(C)(C)O3
  -1%, 15, -1%, -7%, -24%, 2%, 3%
- CCCN1CCN(CCCNC(=O)Cn2nc(C)n3c(cc4cc(OC)ccc43)c2=O)CC1
  1%, -35, 2%, -4%, 0%, 3%, -5%
- O=C(NC(NC(=S)Nc1ccccc1O)C(Cl)(Cl)Cl)c1ccco1 (stereo not drawn)
  -2%, -18, -4%, 22%, ?, -12%, 37%[activator]
- CCN1C(=O)[C@H]2[C@H]3CN=C(SCc4ccc(C(=O)OC)cc4)N3[C@@](Cc3ccccc3)(C(=O)OC)[C@H]2C1=O
  ., -1, ., -13%, 222%[activator], -5%, -21%[8.37 µM]
- CC(c1ccccn1)N(C)C(=O)c1ccc2nc(Cc3ccccc3F)oc2c1 (stereo not drawn)
  -6%, 69, 3%, 12%, 83%[activator], -4%, 14%
- COc1ccc(C(=O)Nc2nnc(-c3ccccc3)o2)cc1OC
  5%, 3, -13%, -6%, -17%, 3%, -27%
- CN(C)c1ccc(C2N3CC4(C)CN2CC(C)(C3)C4O)cc1 (stereo not drawn)
  -1%, 17, -8%, 92%[activator], -2%, -4%, 20%
- C=CCn1c2ccccc2c2nnc(SCC(=O)OCN3C(=O)c4ccccc4C3=O)nc21
  4%, 8, -1%, 7%, -20%, -3%, -4%
- COc1ccccc1N1CCN(C2CCCN(C(=O)CC(F)(F)F)C2)CC1 (stereo not drawn)
  1%, 35, -3%, 0%, -6%, 5%, 6%
- Cc1cccc(Cl)c1NC(=O)N1CCN(c2ccnc3cc(Cl)ccc23)CC1
  5%, -65*, -4%, -1%, -1%, 2%, ?
- CCN(c1ccccc1)S(=O)(=O)c1ccc(C(=O)NC2CCN(Cc3ccccc3)CC2)cc1
  ., ., ., -1%, 31%, 1%, ?
- C[C@H](NC(=O)c1ncn(Cc2ccccc2)c1C(=O)N[C@@H](C)c1ccccc1)c1ccccc1
  ., 30, 1%, -12%, -13%, -4%, ?
- CCOCCn1ccc2c(OCC(=O)Nc3cc(OC)ccc3OC)cccc2c1=O
  ., -37, -10%, 14%, -1%, -7%, 8.9µM*
- CN1CC2CN(Cc3ccccc3)S(=O)(=O)C2C1 (stereo not drawn)
  ., -22, ., 8%, ., 3%, .
- O=C(CSc1nnc(CNC(=O)c2ccco2)o1)Nc1ccccc1C(F)(F)F
  -5%, -21, -13%, -3%, -3%, 9%, 18%
- Nc1nc(SCC(=O)Nc2ccc(Br)cc2Br)n[nH]1
  ., -38, ., 8%, -12%, -5%, 4%
- O=C(Cc1n[nH]c(=O)c2ccccc12)NCc1ccc(Cl)cc1
  3%, -17, 4%, -6%, -11%, 1%, ?
- N#Cc1nc(Cc2cccc3ccccc23)oc1N1CCC(C(N)=O)CC1
  4%, -13, -9%, -4%, 101%[activator], 0%, -8%
- Cc1cc(F)ccc1NCc1ccccc1-c1nnc(-c2ccccc2Cl)o1
  ., 18, 16%, ., ., 1%, .
- CC(CNc1ccc([N+](=O)[O-])c2cccnc12)Nc1c([N+](=O)[O-])cc(C(F)(F)F)cc1[N+](=O)[O-] (stereo not drawn)
  0%, -16, ?, ?, -16%, -9%, ?
- CC(=O)c1ccc(NC(=O)CSc2nc3ccccc3c(=O)n2CCCN2CCOCC2)cc1
  ., 0, ., 9%, 148%[activator], 0%, -1%
- COc1ccc(OC)c(S(=O)(=O)N2CCCc3ccccc32)c1
  9%, -102*, -8%, -2%, -18%, -4%, 0%
- Cn1c(/C(C#N)=C(\O)c2cc(Cl)sc2Cl)nc2ccccc21
  0%, 7, -1%, 121%[activator], -27%, 9%, 5%
- CCc1nc(C(N)=O)c2[nH]c(=O)n(-c3ccccc3F)c2n1
  -3%, 2, -4%, 19%, -8%, -2%, 11%

# Compound activity deposited in PubChem BioAssay by National Center for Advancing Translational Sciences (NCATS).
